Screens: PubChem BioAssay, several laboratories
CSM14.1 death rescue: protection against thapsigargin-triggered cell killing – 384-well, CSM14.1, ATP luminescence, primary screen (AID 1222). CSM14.1 thapsigargin-induced death rescue, ATP luminescence; higher % means a stronger effect. cellular ATP content (survival), % at 20 µM; hits with a dose series show EC50 in µM. 190,000 tested, under 10 active;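 active = EC50 below 50 µM in the dose-response confirmation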;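 also: death triggered by thapsigargin at about 15 µM added after 2 h compound pretreatment; cell ATP read after overnight thapsigargin exposure of roughly 18 to 22 hours; normalized against plate controls of thapsigargin alone and 5% DMSO vehicle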
XIAP antagonists: small molecules displacing peptide from XIAP – biochemical, IAP family, fluorescence polarization (AID 1018); displacement, % at 20 µM; hits with a dose series show IC50 in µM; 200,000 compounds, 0.007% hits; XIAP BIR domain, fluorescence polarization peptide displacement; higher % means a stronger effect; in the data active = displacement above about 50%; also: a part of the inactive calls stands beside numbers as strong as those of hits
Ins promoter up: MIN6 insulin promoter up-regulation; MIN6 insulin promoter-GFP reporter, high-content imaging; hits give high values; 190,000 compounds, 0.3% hits; z-score at 5 µM; AID 1625;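 active = z-score above 3 at 5 µM with at least 500 cells counted in the well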
Dynein cargo inh: blocks dynein driven cargo transport along microtubules; 3617.4 mouse cells, GR-EGFP nuclear translocation imaging; test concentration mostly 20 µM; stimulated with dexamethasone, 1 µM; hits give low values; z-score, hits read low; 220,000 compounds, 0.47% hits;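 active = plate z-score of nuclear minus cytoplasmic receptor signal below a set negative limit, without overly bright fluorescence or cell loss, cut at about -3.5 in these data, passing the limit was not always enough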;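 also: z-score of nuclear minus cytoplasmic ring GR-EGFP intensity difference per well; some compounds called inactive have numbers as strong as hits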
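Also added – dexamethasone, 1.0 µM final · Buffer or medium – tet-free, stripped-serum medium · Schedule – induction 48 h, compound 1 h, agonist 30 min · Detection – formaldehyde fixation, Hoechst nuclear stain, 10x automated fluorescence imaging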
Hep lipid drop: hepatic lipid droplet formation modulation | AID 1656 | AML12 mouse hepatocytes, oleate lipid droplets, BODIPY imaging | inhibition, % at 6.5 µM | 240,000 compounds, 0.4% hits;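 active = lipid droplet intensity inhibited by at least 50%, with more than 500 cells counted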
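Material – AML12 mouse liver cells · Also added – oleate loading, 100 µM · Compound dosing – 6.5 µM single-point dosing · Times – overnight treatment with compound plus oleate · Measured by – fluorescence imaging, 20x objective, two fields per well · Read-out – percent inhibition of filter-corrected integrated lipid droplet intensity per well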
MT stabilizer: microtubule stabilizers in HeLa cells | HeLa tubulin immunostaining HCS, 24 h; share of cells brighter than vehicle mean+2SD | % tubulin-high responders, % at 10 µM | 200,000 compounds, 0.83% hits | AID 2205;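 active = plate Z-score above 3 for both tubulin-high and condensed-nucleus cell shares, with cell loss under 80%, at 10 µM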;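 also: anti alpha tubulin signal scored within the nucleus-defined area of each cell; some results filed as inactive read as strong as hits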
bCat nuc transl: modulators of beta-catenin nuclear translocation. HeLa beta-catenin nuclear translocation, immunofluorescence imaging. nuclear translocation activity, % at 5 µM. 190,000 compounds, 0.3% hits. AID 1665;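 active = nuclear translocation activity above 50% at 5 µM, with a well cell count of 50 or more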;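 also: per-cell ratio of nuclear to cytoplasmic median beta-catenin stain intensity; plate controls were DMSO negative control for no effect and GSK-3 inhibitor IX positive control for full effect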
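Read-out: Nuclear/cytoplasmic beta-catenin signal ratio, % activation | Assay system: Human HeLa cell line | Times: 24 h compound exposure at 37°C, 5% CO2 | Signal: Fluorescence imaging of beta-catenin antibody stain plus DAPI | Dosing: 5 µM primary, 0.02–20 µM confirmation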
WT yeast gro inh: growth inhibition of WT yeast, mitochondrial fusion screen; inhibition, % at 10 µM; AID 1362; 190,000 compounds, 2.1% hits; mitochondrial fusion phenotypic screen, WT strain; in the data active = inhibition above about 58%; tested in S. cerevisiae
Autophagy HCS: alters autophagy in cells; MEF GFP-LC3 puncta imaging; test concentration mostly 10 µM; calls only at 10 µM (by protocol); 190,000 compounds, 0.98% hits; AID 463193;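 active = percentage of spot-positive cells more than 3 SD above its plate mean, without a fluorescence outlier flag or 80% toxicity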;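 also: spot-positive cell cutoff set from DMSO-treated cells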
WT yeast gro inh mutant strain: recorded beside WT yeast gro inh, whose call it bears; inhibition, %; mitochondrial fusion phenotypic screen, mutant strain inhibition
Dynein cargo inh cytoplasmic EGFP: second read-out of Dynein cargo inh, no call of its own (marks repeat the call); z-score; measured here: cytoplasmic GR-EGFP intensity; hits give high values
Dynein cargo inh nuclear GR-EGFP: recorded beside Dynein cargo inh, whose call it bears; z-score; measured here: nuclear GR-EGFP intensity;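 lower value marks the stronger effect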
Dynein cargo inh cell count: further read-out of Dynein cargo inh, marked with its call; z-score; measured here: cell count per field
Ins promoter up cell count: recorded beside Ins promoter up, whose call it bears; cell count; measured here: cytotoxicity, nuclei count;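 total cells summed across four imaged fields per well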
Hep lipid drop cells 6.5 µM: second read-out of Hep lipid drop, no call of its own (marks repeat the call); cell count; measured here: cell count, cytotoxicity flag;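 cells counted across two imaged fields per well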
bCat nuc transl cell count 5 µM: second read-out of bCat nuc transl, no call of its own (marks repeat the call); cell count; measured here: cell count, cytotoxicity flag
MT stabilizer Hoechst-high %: also measured in MT stabilizer; calls as there; % Hoechst-high responders; measured here: nuclear condensation Hoechst responders;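 share of cells brighter than vehicle mean plus two SD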
MT stabilizer cytotoxicity %: second read-out of MT stabilizer, no call of its own (marks repeat the call); toxicity, %; measured here: cytotoxicity by cell density;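 0% = mean cell density of plate MIN control wells and 100% = no cells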
Autophagy HCS cell loss 18 h: recorded beside Autophagy HCS, whose call it bears; toxicity, %; measured here: cell loss, nuclei count;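 cell loss after 18 h compound exposure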
Numbers without * were called inactive; i = inactive; x = not tested or not shown; & = joins results of further samples.

item	Compound	CSM14.1 death rescue	XIAP antagonists	Ins promoter up	Ins promoter up cell count	Dynein cargo inh	Dynein cargo inh cytoplasmic EGFP	Dynein cargo inh nuclear GR-EGFP	Dynein cargo inh cell count	Hep lipid drop	Hep lipid drop cells 6.5 µM	MT stabilizer	MT stabilizer Hoechst-high %	MT stabilizer cytotoxicity %	bCat nuc transl	bCat nuc transl cell count 5 µM	WT yeast gro inh	WT yeast gro inh mutant strain	Autophagy HCS	Autophagy HCS cell loss 18 h
1	CC1CCC2(CC1)N=C(N)Nc1nc3ccccc3n12 (stereo not drawn)	-0.6%	-4.2%	-0.52	1598	-0.302	-0.226	-0.85	-0.0885	x	x	3.2	1.9	4.0	0.7	1301	-18.5	9.1	i	4.0
2	FC(F)(F)c1nnc2c(Sc3ccccc3)nc3ccc(Cl)cc3n12	3.8%	-4.4%	x	x	0.0186	-0.148	-0.263	-0.299	x	x	3.0	2.2	1.1	x	x	-18.8	-2.7	i	0.2
3	Cc1ccc(C(=O)Nc2ccccc2C(=O)NC(CC(=O)O)C(=O)O)cc1 (stereo not drawn)	-2.2%	0.4%	-0.41	1489	-0.0721	-0.396	0.109	-0.529	x	x	3.6	2.2	13.5	-2.1	956	1.9	20.3	i	7.7
4	COc1cc(C=C2C(=O)c3ccccc3C2=O)cc(OC)c1OC	-0.1%	-5.4%	-0.16	1222	0.463	1.24	0.633	-0.848	-1.6	770	2.7	1.7	1.4	-0.3	1107	12.8	-7.1	i	3.5
5	CCOC(=O)c1c(C)c(C)n(Cc2ccc(OC)c(OC)c2)c1C	-1.7%	-3.6%	-0.91	1179	-0.665	-0.303	0.513	0.594	-9.7	701	3.6	3.8	2.5	0.8	544	21.3	-1.8	i	23.9
6	CC(C)(C)NC(=O)COC(=O)/C=C/c1ccc(F)cc1	-1.1%	-1.1%	0.1	1431	0.272	-0.259	0.0438	-0.136	-1.1	602	3.1	3.0	9.2	0.4	1085	-35.2	-11.2	i	2.5
7	CC1CCc2c(C(=O)NCc3ccco3)csc2C1 (stereo not drawn)	x	x	-1.04	1132	-0.688	-0.789	-0.196	0.184	-1.5	684	x	x	x	0.5	1375	x	x	x	x
8	COc1ccc2sc(C)nc2c1NC(C)=O	-0.7%	-1.6%	-0.36	1283	2.14	-0.199	1.03	-1.02	x	x	3.3	2.6	10.0	-6.9	1026	-4.6	-43.6	i	-1.1
9	Cc1ccc(C(=O)NS(=O)(=O)c2ccccc2)cc1	0.8%	-2.3%	x	x	-1	-0.321	-0.245	0.537	-3.8	621	0.9	1.2	6.0	0.5	1576	-12.8	-2.4	i	6.8
10	C=CCn1c(CCNC(=O)c2cccs2)nnc1SCC(=O)c1ccc(Cl)cc1	0.9%	-5.2%	-0.5	1079	-0.857	0.821	-0.113	-0.24	4.7	788	1.0	0.8	8.6	-3.0	1150	-15.3	-18.1	i	21.8
11	Cc1ccc(-n2c(O)c(/C=N/Nc3ccc(S(=O)(=O)N4CCOCC4)cc3[N+](=O)[O-])c3ccccc3c2=O)c(C)c1	-4.4%	-0.4%	-1.2	805	-0.632	-0.322	-0.528	0.678	-9.2	624	2.8	1.8	16.5	4.6	680	34.2	24.1	i	4.8
12	COc1ccc(S(=O)(=O)N(C)CC(=O)Nc2ccccc2SC)cc1Cl	-1.7%	-4.9%	0.04	1122	2.54	0.0693	1.83	-2.77	-26.5	743	3.7	1.4	3.0	x	x	-12.2	-10.5	i	-1.2
13	Cc1ccc2c(CN3CCN(S(=O)(=O)/C=C/c4ccccc4)CC3)cc(=O)oc2c1	4.0%	-1.4%	-0.31	1366	-0.0268	-0.319	-0.393	1.07	3.5	670	0.8	4.1	11.7	-0.4	1046	3.1	-20.3	i	10.8
14	CCc1cc2c(=O)c(-c3nc(C)cs3)coc2cc1O	x	x	-0.05	980	0.109	-0.191	0.478	0.488	0.0	628	x	x	x	0.3	1268	x	x	x	x
15	CCOC(=O)CC(NC(=O)Cc1ccc(F)cc1)c1ccccc1Cl (stereo not drawn)	0.7%	-6.7%	0.34	1460	0.619	-0.263	0.787	-0.154	4.5	649	1.9	1.8	4.9	-1.6	1162	10.9	4.6	i	-0.2
16	COc1cc(SC)ccc1C(=O)NCCOc1ccc(C)c(C)c1	2.7%	-5.3%	-0.1	1467	0.244	-0.316	0.119	-0.52	4.1	632	1.2	2.2	3.4	-0.5	1083	63.8*	28.9*	i	8.4
17	CCNC(=O)/C(C#N)=C/c1c(N2CCOCC2)nc2ccccn2c1=O	-1.8%	5.5%	-0.21	1304	0.247	-0.283	0.221	0.107	-10.4	627	2.2	2.5	5.6	0.3	543	-5.2	10.3	i	3.5
18	CCc1ccc(NC(=O)N(C2CCCCC2)C(C)c2cccnc2)cc1 (stereo not drawn)	1.8%	-5.8%	x	x	0.302	-0.194	0.378	-0.348	11.6	766	1.4	1.3	3.7	-2.0	1092	3.3	-6.2	i	0.7
19	Nc1ccn([C@H]2CC[C@@H](CO)O2)c(=O)n1	2.3%&0.2%	-1.7%&-3.1%	0.85&-1.69	1482&663	-0.971	-0.263	-0.42	1.04	-12.7&1.7	665&694	1.7	2.1	7.1	-2.1&4.4	1104&1002	-2.2&-8.5	1.0&11.7	i	-3.9
20	COC(=O)c1cc(C(=O)c2ccc(Cl)cc2Cl)cn1C	2.5%	-5.0%	0.11	1540	1.09	-0.202	0.0574	-0.574	x	x	1.8	1.3	1.8	0.2	1261	17.1	2.7	i	0.8
21	CCCOc1ncnc2c1[nH]c1ccccc12	-0.8%	0.1%	-0.81	918	0.623	-0.143	0.659	-0.324	x	x	2.2	1.9	8.2	-1.2	856	-3.9	10.3	i	-13.7
22	CN(C(=S)SCc1ccccc1)C1CCS(=O)(=O)C1 (stereo not drawn)	-2.0%	0.4%	-0.18	1648	-0.149	-0.147	0.139	-0.0498	13.8	663	2.9	1.0	5.5	-4.3	1150	0.8	-14.1	i	7.1
23	O=C(NC1CC2CCC(C1)N2Cc1ccco1)c1ccccc1 (stereo not drawn)	30.0%	-4.1%	x	x	-0.0917	-0.238	-0.178	1.01	19.0	789	2.1	2.1	4.2	-0.6	470	-24.2	3.6	i	3.6
24	COc1ccc(C2=NN(C(=O)c3ccccc3)C(c3cccc([N+](=O)[O-])c3)C2)cc1 (stereo not drawn)	x	x	-0.26	1119	-0.00694	-0.24	0.015	-0.167	-12.8	701	x	x	x	0.0	1326	x	x	x	x
25	CC1=CC(C)(C)N(C(=O)CN2C(=O)CCC2=O)c2ccc(C)cc21	-0.7%	5.4%	0.76	1443	-0.651	-0.34	-0.81	0.608	-2.2	725	3.8	2.2	10.9	0.6	1472	9.4	-4.2	i	-8.8
26	O=C(NCCO)c1ccc2[nH]c3ccccc3c2c1	-2.3%	-3.8%	-0.15	1726	-0.00724	-0.216	-0.143	0.552	-0.7	721	3.5	1.5	8.2	0.7	1035	4.9	4.1	i	-29.0
27	COCCN1CCn2c(nc3cc(NC(=O)NC4CCCCC4)ccc32)C1	4.4%	-5.9%	-0.19	1291	1.13	-0.248	0.454	-0.357	-1.5	721	5.1	3.3	7.4	-5.1	1230	1.5	9.4	i	-6.7
28	FC(F)Oc1ccc(-n2cc(-c3ccc(Cl)cc3)[n+]3c2CCCCC3)cc1	x	x	-2.89	554	0.109	-0.284	0.0129	0.506	0.8	731	x	x	x	-0.2	1358	x	x	x	x
29	CC(C)Oc1ccc(CCC(=O)NNC(=S)Nc2ccccc2)cc1	x	x	-0.35	1076	0.735	-0.276	0.534	0.237	5.2	649	x	x	x	0.4	1356	x	x	x	x
30	O=[N+]([O-])c1c(-c2cn[nH]c2)n[nH]c1-c1cn[nH]c1	x	x	-0.22	931	0.192	-0.191	0.541	-1.12	-8.5	685	x	x	x	0.1	1287	x	x	x	x
31	COc1ccc2cc(C#N)c(NC(C)C)nc2c1	-0.9%	-1.0%	0.51	2086	-1.33	-0.0627	-0.751	0.561	3.1	709	3.3	2.2	8.7	-0.4	1029	-1.6	25.5	i	-3.9
32	COC(=O)c1ccccc1NC(=O)c1sc(=S)n(C)c1N	-2.0%	0.6%	-0.62	1403	-0.369	-0.408	-0.33	0.132	x	x	3.8	3.1	8.4	-3.2	938	1.8	-27.4	i	-49.2
33	COC(=O)C1=C(C)NC2=C(C(=O)c3ccccc32)C1c1ccc(-c2ccc(C(=O)O)cc2)o1 (stereo not drawn)	x	0.2%	-0.14	1347	1.56	0.59	0.695	-2.22	5.1	695	4.3	1.8	3.5	0.6	1033	9.6	0.5	i	-2.9
34	CCCOc1ccc(C(C)=O)cc1CSCCC#N	0.5%	-7.4%	-0.61	1121	-0.197	-0.262	-0.172	0.809	-6.7	751	2.4	1.7	5.3	-3.4	1211	0.2	-6.1	i	-4.9
35	COC(=O)c1ccccc1NC(=O)CN(CCc1ccccc1)S(C)(=O)=O	-1.9%	-4.7%	0.75	1856	1.03	-0.213	0.667	0.367	-12.1	710	3.0	2.0	8.0	-1.2	1081	-6.2	-3.1	i	1.0

Rows were taken by chance, and some 4% of all compounds hit somewhere here.
